bIAP inh = bovine intestinal alkaline phosphatase inhibitors, primary screen, selectivity assay for TNAP inhibitor project, biochemical, bovine IAP, CDP-star luminescence | alkaline phosphatase, intestinal [Bos taurus] | purified bovine IAP, 30 min | inhibition, % at 20 µM | 190,000 tested, under 10 active | AID 1019, 2008;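 active means over 50% inhibition of intestinal alkaline phosphatase at 20 µM in the single-dose screen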
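System: Purified bovine intestinal alkaline phosphatase (IAP) enzyme | Input: IAP diluted 1/65,000,000 in the well | Also added: CDP-star chemiluminescent phosphatase substrate, 30 µM final | Dosing: 20 µM single dose | Times: Enzyme reaction for 30 min at room temperature | Detection: Luminescence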
Efa HMGR inh = inhibitors of E. faecalis class II HMGR, primary screen, biochemical, Enterococcus faecalis; HMG-CoA reductase (Enterococcus faecalis, mvaE); purified E. faecalis HMGR, NADPH absorbance 340 nm kinetic; inhibition, % at 10 µM; actives 0.41% (n = 190,000);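 active means inhibition above a set limit, the median over all tested compounds plus 3 SD, cut at about 9.5% in these data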;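 further: enzyme runs in reverse so mevalonate oxidation gives rising NADPH absorbance; 0% = complete reaction with DMSO and 100% = background rate lacking mevalonate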
S1P3 antag = S1P3 receptor antagonists, primary screen, cell-based; AID 485, 2006; CHO S1P3 NFAT-BLA reporter, FRET fluorescence, antagonist mode; inhibition, % at 4.98 µM; actives 0.27% (n = 170,000);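 active means inhibition above the plate cutoff, the mean inhibition of test wells on that plate plus 3 SD, cut at about 28% in these data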;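 further: cells challenged with S1P at its EC80 of 0.8 µM; blue over green emission ratio from cleaved BLA substrate after 4 h stimulation; 0% = S1P-stimulated wells and 100% = unstimulated DMSO-only wells; some compounds past the cut are filed as inactive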
TR-FRET SRC-2 ct = TR-FRET signal artefacts, primary screen, artefact control for PPARgamma SRC-2 agonist project, biochemical | TR-FRET artefact counter-screen; stronger effect = higher value | TR-FRET ratio at 8 µM | actives 0.4% (n = 200,000); in the data active means TR-FRET ratio above about 2000; further: inactives centre near 1500
PPARg SRC-1 ag = PPARgamma agonists recruiting SRC-1 coactivator, primary screen, biochemical | Peroxisome proliferator-activated receptor gamma (Homo sapiens), P37231 | PPARgamma-SRC-1 coactivator recruitment biochemical assay | activation, % at 8 µM | actives 0.41% (n = 200,000) | AID 631, 2007; in the data active means activation above about 19%;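 further: 0% = DMSO and 100% = reference agonist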
Target sequence (P37231 whole entry, looked up): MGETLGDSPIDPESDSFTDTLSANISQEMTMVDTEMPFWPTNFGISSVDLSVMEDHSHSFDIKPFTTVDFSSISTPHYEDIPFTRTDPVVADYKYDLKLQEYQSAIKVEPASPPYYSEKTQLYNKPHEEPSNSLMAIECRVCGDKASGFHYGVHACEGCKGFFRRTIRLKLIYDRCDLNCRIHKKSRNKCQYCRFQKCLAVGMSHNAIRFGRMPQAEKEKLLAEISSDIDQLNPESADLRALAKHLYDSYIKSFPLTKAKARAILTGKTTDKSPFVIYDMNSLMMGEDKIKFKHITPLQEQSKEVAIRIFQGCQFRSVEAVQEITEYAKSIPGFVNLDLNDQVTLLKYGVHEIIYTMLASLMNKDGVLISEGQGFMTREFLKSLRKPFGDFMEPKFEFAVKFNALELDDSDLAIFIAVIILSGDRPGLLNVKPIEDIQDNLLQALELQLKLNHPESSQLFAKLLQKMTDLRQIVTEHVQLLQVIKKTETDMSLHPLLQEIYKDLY
Lmaj promast = Leishmania major promastigote growth inhibition, primary screen | actives 9% (n = 200,000) | Leishmania major promastigotes, resazurin fluorescence viability | inhibition, % at 10 µM; in the data active means inhibition above about 50%;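 further: promastigotes grown with compound for 44 hours at 28 °C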
RAM inhibit = inhibitors of the yeast RAM network, primary screen, dse1pr::URA3 reporter, 5-FOA selection; actives 1.8% (n = 190,000); S. cerevisiae dse1pr::URA3 reporter, 5-FOA growth OD615, 2 d; analog-sensitive cbk1-as2 kinase mutant strain; AID 868, 2007; inhibition, % at 50 µM;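 active means inhibition above a set limit, 3 SD over mean compound inhibition, cut at about 8.4% in these data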;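 further: 0% = DMSO-only wells with no growth and 100% = 10 µM 1-NA-PP1 full growth; inhibition rescues growth on 5-FOA so higher OD means more RAM inhibition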
PPARg SRC2 recr = agonists of PPARg-SRC-2 recruitment, primary screen, biochemical, HTS. Peroxisome proliferator-activated receptor gamma (Homo sapiens), P37231. PPARgamma LBD-SRC-2 recruitment. activation, % at 8 µM. actives 0.34% (n = 200,000); in the data active means activation above about 22%;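 further: 0% = vehicle and 100% = reference agonist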
PPARg SRC-3 ag = PPARgamma agonists recruiting SRC-3 coactivator, primary screen, biochemical. actives 0.26% (n = 200,000). activation, % at 8 µM. AID 731, 2007. biochemical PPARgamma/SRC-3 coactivator recruitment assay. Peroxisome proliferator-activated receptor gamma (Homo sapiens), P37231; in the data active means activation above about 23%;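 further: 0% = DMSO and 100% = reference agonist; some compounds past the cut are filed as inactive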
ROMK primary = ROMK potassium channel modulators, primary screen, cell-based, thallium flux, MLSMR library; Tet-inducible ROMK, thallium flux fluorescence; actives lie on both sides; B-score at 10 µM; actives 2% (n = 130,000);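 active means signal ratio slope over the read window, or its plate-corrected B-score, at least 3 SD from the plate mean, either direction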;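 further: B-score of the F/F0 ratio slope over 7 to 12 s after thallium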
Target sequence (P48048 whole entry, looked up): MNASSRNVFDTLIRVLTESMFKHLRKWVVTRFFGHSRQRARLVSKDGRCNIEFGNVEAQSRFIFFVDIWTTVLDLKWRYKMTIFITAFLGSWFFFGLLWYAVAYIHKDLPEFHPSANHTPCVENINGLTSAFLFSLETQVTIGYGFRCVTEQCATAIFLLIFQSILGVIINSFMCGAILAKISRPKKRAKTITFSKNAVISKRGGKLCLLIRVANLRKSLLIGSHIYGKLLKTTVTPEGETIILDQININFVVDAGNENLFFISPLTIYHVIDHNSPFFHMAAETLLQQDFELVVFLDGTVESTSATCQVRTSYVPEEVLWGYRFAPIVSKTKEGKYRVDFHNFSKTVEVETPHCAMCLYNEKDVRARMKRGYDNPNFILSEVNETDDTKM
DTT redox prof = compounds producing H2O2 with reducing agent – biochemical, NIH compound library profiling, artefact control for MLSCN library redox annotation, primary screen. DTT-dependent redox cycling H2O2, phenol red/HRP absorbance; 100% = 100 µM peroxide control, 0% = buffer. activation, % at 10 µM. actives 0.03% (n = 200,000). AID 878, 2007;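 active means activation of at least 50% relative to the plate's high and low controls in the primary single-dose screen; inactive means activation below 50%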;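 further: compound incubated with DTT at 0.8 mM final as the reducing agent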
* marks the source's active call; other numbers are inactive results; . = no result given. Rows are unselected. Share with any hit: about 13%.

SMILES	bIAP inh	Efa HMGR inh	S1P3 antag	TR-FRET SRC-2 ct	PPARg SRC-1 ag	Lmaj promast	RAM inhibit	PPARg SRC2 recr	PPARg SRC-3 ag	ROMK primary	DTT redox prof
O=C(CCC(=O)c1ccc(Oc2ccccc2)cc1)Nc1ccc(Cl)cc1Cl	32	3	.	1529	0	-3	1.3	1	6	0.2	-7.5
COc1ccc(CC(=O)Nc2ccc(-c3cn4cccc(C)c4n3)cc2)cc1OC	14	-4	.	1546	5	-5	1.0	13	-1	0.17	-0.1
CCCN1Cc2cccc(C(=O)Nc3ccc(C)cc3)c2C1=O	1	1	.	1433	-1	3	1.9	0	-7	-0.47	0.2
COc1cccc(/C=N/NC(=O)C[n+]2ccccc2)c1O	-3	-6	-3	1518	-6	-10	-1.1	0	1	1.6	0.2
COc1cccc(C(C(=O)Nc2ccc(F)cc2)N(C(=O)Cn2nnc3ccccc32)C2CC2)c1 (stereo not drawn)	-4	-4	.	1416	-4	2	-0.1	-3	6	.	1.9
Cc1ccc(-n2c(SCC(=O)NCc3ccco3)nc3c([nH]c4ccccc43)c2=O)cc1	10	-1	-17	1480	-4	-5	7.5	7	4	.	0.3
COc1ccc(OC)c(C(=O)CSc2nnc(Cc3cccs3)n2C)c1	8	-3	28	1412	-2	-5	-2.0	-10	-14	.	1.3
O=C(CCCCCN1C(=O)c2cccc3cccc(c23)C1=O)NCCO	3	-3	-4	1641	-7	1	-0.2	2	-3	1.4	-0.2
Cn1c(C(=O)Nc2ccc3c(c2)OCCO3)cc2sccc21	18	-6	24	1683	11	10	0.8	4	-3	0.12	1.3
COc1ccc(Cc2nnc(NC(=O)Cn3cnc4c3c(=O)n(C)c(=O)n4C)s2)cc1OC	3	-1	.	1507	1	3	0.0	-9	-1	.	3.1
CC(C(=O)N1c2ccccc2CCc2ccccc21)n1nnc(-c2ccc(N(C)C)cc2)n1 (stereo not drawn)	15	-3	.	1709	-5	32	5.5	-3	-3	.	2.7
COc1ccccc1-c1c(C#N)c(SCC(=O)N2CCCC2)nc(C)c1C(N)=O	3	-3	.	1629	5	-2	0.5	-3	0	-0.27	-1.8
C/C(Cc1ccccc1)=N/NC(=O)CCCC(=O)N/N=C(/C)Cc1ccccc1	-2	-4	6	1499	1	-6	0.7	10	4	-0.39	-0.4
O=C(CSc1nc2cc(Cl)ccc2o1)Nc1ccc(N2CCOCC2)cc1	-9	3	.	1646	5	-3	1.3	2	10	.	0.4
O=S(=O)(c1cccs1)N1CCN(CC(O)COC2CCCc3ccccc32)CC1 (stereo not drawn)	-5	-2	100*	1568	6	15	2.6	0	-7	.	2.2
Cc1noc(C(=O)N2CC3(C)CC2CC(C)(C)C3)c1Cl (stereo not drawn)	4	0	-7	1614	1	1	2.7	-3	-4	.	-0.9
Cc1cccc(Oc2coc3cc(OC(=O)c4cccs4)ccc3c2=O)c1	12	-4	.	1547	0	-10	4.4	-6	-4	.	-3.7
COc1ccc(NC(=O)Nc2ccc(C(=O)N3CCOCC3)cc2)c(OC)c1	-3	1	-9	1423	6	-4	3.0	4	0	0.75	-0.9
CCOC(=O)CC1=C(C(=O)OCC)C(c2ccc(C)o2)C(C#N)=C(N)O1 (stereo not drawn)	7	-6	-19	1499	-2	8	-0.7	7	1	.	3.4
CC1CN(C(=O)c2ccccc2NS(=O)(=O)c2cccc([N+](=O)[O-])c2)CC(C)O1 (stereo not drawn)	13	0	-10	1471	0	-4	1.7	-4	-1	-0.33	0.0
Clc1nc(CN2CCCCC2)nc2sc3c(c12)CCC3	-3	-2	-13	1469	-6	44	0.9	-5	3	-1	-0.5
OCCC1CN(Cc2ccc(C(F)(F)F)cc2)CCN1Cc1ccccc1 (stereo not drawn)	-2	2	-6	1432	-7	49	-0.9	-7	-2	-0.37	0.6
Cc1ccc(C)c(NC(=O)CCC(=O)N/N=C/c2ccc3c(c2)OCO3)c1	-13	2	5	1818	12	-5	2.0	-2	2	0.61	0.0
CCn1ncc(NC(=S)NCCc2ccccc2)c1C(N)=O	3	-2	-18	1472	7	-2	2.8	3	8	.	-1.6
O=C(CCCn1c(=O)c2sccc2n(CC(=O)OCc2ccccc2)c1=O)NCc1ccco1	1	0	18	1711	-7	-1	2.3	11	7	.	0.2

Additional structures.
SMILES	bIAP inh	Efa HMGR inh	S1P3 antag	TR-FRET SRC-2 ct	PPARg SRC-1 ag	Lmaj promast	RAM inhibit	PPARg SRC2 recr	PPARg SRC-3 ag	ROMK primary	DTT redox prof
O=C(O)c1ccc(CSc2nnc(-c3ccncc3)n2-c2ccc(Br)cc2)cc1	-19	-7	3	1673	6	-7	5.3	16	5	.	-0.6
Cc1cc(C(=O)CSc2nnc(-c3ccc(F)cc3)o2)c(C)n1CC1CCCO1 (stereo not drawn)	-6	1	.	1788	6	2	0.0	9	3	.	-4.0
COc1ccc(/C=C(\NC(=O)c2ccc([N+](=O)[O-])cc2)C(=O)N2CCOCC2)cc1	9	-7	-2	1820	-2	-3	2.0	13	6	0.53	-0.8
O=C(Nc1nnc(C2CC2)s1)C1Cc2ccccc2CN1C(=O)c1ccco1 (stereo not drawn)	-2	-11	12	1698	4	-2	0.1	-5	-1	-0.5	-0.6
CCOC(=O)N1CCC(NC(=O)c2ccc(NC(=O)C3CCCO3)cc2)CC1 (stereo not drawn)	-6	-6	.	1709	5	0	1.6	8	6	.	-2.6
CCc1c(C(=O)Nc2ccncc2)csc1C	3	2	-4	1464	8	32	0.3	3	6	-1.3	0.7
COc1ccc(S(=O)(=O)Nc2nncs2)cc1	6	3	22	1557	1	-6	0.5	-4	15	.	-0.4
O=C(NCc1ccccc1)C1C2C=CC3(CN(Cc4cccnc4)C(=O)C13)O2 (stereo not drawn)	-5	-7	.	1661	4	-6	0.7	1	-1	.	-0.2
Cc1ccc(NC(=O)CCOc2ccccc2C)cc1F	-3	-4	-23	1683	3	2	-0.4	0	-1	0.052	0.4
COC(=O)c1c(NC(=O)c2cccs2)sc2c1CCC(C)C2 (stereo not drawn)	17	0	-19	1499	0	-2	4.3	6	7	.	-1.6
COc1ccc(Cl)cc1NC(=O)C(C)Sc1n[nH]c(N)n1 (stereo not drawn)	-18	-6	.	1392	0	8	0.4	-12	-2	.	2.4
O=C(CS(=O)(=O)c1ccccc1)Nc1nc(-c2ccccc2)cs1	5	1	24	1755	-4	33	1.1	8	2	.	0.5
CCOc1ccccc1OCCCCCc1c(C)n[nH]c1C	-13	-4	-3	1748	8	9	-0.6	8	0	.	-1.3
COC(=O)C1=C(C)N(Cc2ccc(OC)cc2)C(=O)C1	-2	-2	.	1628	1	-9	-0.1	3	6	.	-0.4
O=C(CN1CCN(S(=O)(=O)c2ccc(Br)cc2)CC1)N/N=C/c1cccs1	4	-1	-9	1662	9	-5	-0.6	6	2	.	0.2
CN(C)S(=O)(=O)c1cccc(NC(=O)COC(=O)CCSc2ccc(Cl)cc2)c1	4	7	-17	1790	10	-4	7.8	8	2	.	-0.1
COc1cccc(OC(=O)N2CCOCC2)c1	2	-4	-27	1347	-12	6	0.2	-3	-4	-0.022	0.1
CCc1ccccc1NC(=S)N(CCc1ccncc1)C(C)C	0	-2	-19	1429	-5	0	1.9	-1	-1	-0.3	-1.3
CCCCOCCCNC(=O)/C=C/c1ccccc1Cl	.	.	.	1518	3	3	.	-3	4	.	-2.3
COC(=O)c1sc2ccccc2c1NC(=O)c1coc2ccccc2c1=O	2	0	-11	1644	0	15	1.0	1	-2	-0.14	0.8
CCCC(=O)c1cc2c(cc1NC(=O)c1cccs1)OCCO2	3	0	.	1607	2	-4	4.8	-12	-12	.	5.5
CS(=O)(=O)c1ccccc1COC(=O)Nc1ccc(Cl)cc1	14	-1	.	1602	4	0	-0.2	-1	3	.	-5.0
O=C(CSc1nc2ccc([N+](=O)[O-])cc2s1)NC1CCS(=O)(=O)C1 (stereo not drawn)	-1	-1	10	1566	3	14	0.9	-8	-1	-0.42	-0.7
Nc1nonc1-c1noc(CCCCCN2C(=O)c3ccccc3C2=O)n1	-6	5	12	1599	6	0	0.7	-2	-9	.	1.4
COc1ccccc1N1C(=O)CCC1(C#N)c1ccc(Br)cc1 (stereo not drawn)	5	0	.	1494	3	23	1.8	1	5	0.019	0.0

An excerpt from above in order of molar mass, ascending:
SMILES	bIAP inh	Efa HMGR inh	S1P3 antag	TR-FRET SRC-2 ct	PPARg SRC-1 ag	Lmaj promast	RAM inhibit	PPARg SRC2 recr	PPARg SRC-3 ag	ROMK primary	DTT redox prof
COc1cccc(OC(=O)N2CCOCC2)c1	2	-4	-27	1347	-12	6	0.2	-3	-4	-0.022	0.1
CCOc1ccccc1OCCCCCc1c(C)n[nH]c1C	-13	-4	-3	1748	8	9	-0.6	8	0	.	-1.3
COC(=O)c1c(NC(=O)c2cccs2)sc2c1CCC(C)C2 (stereo not drawn)	17	0	-19	1499	0	-2	4.3	6	7	.	-1.6

Further results
SMILES	bIAP inh	Efa HMGR inh	S1P3 antag	TR-FRET SRC-2 ct	PPARg SRC-1 ag	Lmaj promast	RAM inhibit	PPARg SRC2 recr	PPARg SRC-3 ag	ROMK primary	DTT redox prof
O=S(=O)(c1cccs1)N1CN(Cc2ccc(F)cc2)c2nc3ccccc3nc21	0	-6	.	1536	6	-1	3.6	9	0	.	-0.5
COc1ccc(-c2nc3c([nH]2)c(=O)n(C)c(=O)n3C)c(OC)c1	1	-4	.	1468	2	3	-0.8	0	1	1	-4.3
CC(=O)Nc1ccc(S(=O)(=O)NC2=NCN(C)CN2)cc1	0	3	-1	1694	8	-4	-0.1	6	3	-0.14	-0.2
COc1cc(/C=N/NC(N)=O)ccc1OCC(=O)Nc1cc(C)c(C)cc1Br	-28	-1	-12	1449	-5	0	2.1	-1	0	-0.0047	-1.5
CCOC(=O)CSc1nnc(CNC(=O)c2cccs2)n1-c1cc(C)ccc1C	-7	-1	7	1566	6	-2	3.3	7	-5	.	1.2
COc1ccc(C(=O)CN2CC(C)SC2=Nc2ccc(Cl)cc2)cc1 (stereo not drawn)	1	-4	-3	1467	4	10	-0.1	-3	-5	.	1.1
COc1ccc(Cl)c2c1[nH]c1nc(SCc3ccccn3)nnc12	5	-7	3	1435	-5	52*	1.3	-1	1	0.49	-0.6
Cc1nnc2n(c1=O)C(CS(=O)(=O)c1ccc3ccccc3c1)CS2 (stereo not drawn)	4	-5	-18	1628	0	4	1.5	7	4	-0.12	-0.8
CC/C(=N/OC(=O)c1cccc(C)c1)C(=O)c1cccs1	2	-7	12	1784	7	-10	-0.4	3	1	0.46	-2.3

Screening data from PubChem.
